BCR signal inh – inhibitors of chronic active B-cell receptor signaling. ABC-DLBCL IkBa-CBG/CBR reporter, luminescence ratio, 4 h. AID 493014. hit rate 0.05% among 340,000. Potency, µM (series often up to 46.1 µM), for the others: at the highest dose ratio change, negative = lower green/red ratio, most hits filed as inhibitors; active means well fitted inhibition curve with a large enough effect in the signal ratio, with a control signal flat, not every such curve was filed as active; inconclusive means small, poorly fitted or top-dose-only effect, or effect the other way, or a change in a side signal; the % refers to the signal ratio;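 further: potency means the concentration at half of the fitted maximal effect; plate controls were basal doxycycline-induced cells for no effect and cells given 10 µM MG132 for full effect; MG132 reads +100%, hits lower the ratio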
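TMD8 human ABC-DLBCL cells with doxycycline-inducible IκBα–green luciferase fusion and unfused red luciferase, in 0.5% FBS medium; compounds up to 46 uM, 4 h at 37C. Green/red luminescence ratio, filter-overlap corrected, fitted to concentration-response curves.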
Mito fusion act – blocks mitochondrial division or promotes mitochondrial fusion | S. cerevisiae fusion-defective mutant growth rescue, CellTiterGlo 48 h | Potency, µM (series often up to 46.1 µM), inactives show at the top dose growth rescue (activation), most hits filed as activators | hit rate 0.23% among 320,000;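 further: potency means the concentration at half of the fitted maximal effect; % of control where 0% means no effect; nearly all actives have a fitted effect of over 45% in size; temperature-sensitive fusion mutants such as fzo1-1 at 37 °C on non-fermentable ethanol glycerol medium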
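Yeast fusion mutant, YPEG (non-fermentable carbon), compound, 48 h at 37C non-permissive; CellTiterGlo added, 10 min RT, luminescence read. Rescued growth = division inhibition.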
PKM2 activator – activators of human pyruvate kinase M2 | P14618 | purified PKM2, Kinase-Glo ATP luminescence, activation; response scale: 0% is enzyme alone, no compound | Potency, µM (series often up to 57.5 µM), without a hit: at the top dose activation, most hits filed as activators | hit rate 0.34% among 260,000 | AID 1631; further: potency means the concentration at half of the fitted maximal effect; on the % scale 0 is the no-effect control and ±100 the full control effect; nearly all actives have a fitted effect of over 55% in size
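Kinase-Glo luminescence reports ATP generated from ADP (0.1 mM) and PEP (0.5 mM) by purified hPK-M2 after 1 h at room temperature, pH 7.2 imidazole buffer; intermediate enzyme activity allows detecting inhibitors and activators.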
S-ASM inh – inhibitors of human secretory acid sphingomyelinase; placental ASM, HMU-PC fluorogenic substrate, 60 min; Potency, µM (highest dose often 57.5 µM), inactives show top-dose activity change, negative = inhibition, most hits filed as inhibitors; hit rate 0.006% among 340,000; further: potency means the concentration at half of the fitted maximal effect
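HMU-PC0 cleavage (9 uM final) by human placental ASM, 60 min at 37 °C following 10 min compound exposure at RT; stopped at pH 10, fluorescence Ex 386/Em 447 nm.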
GALK inh – inhibitors of human galactokinase; P51570; Purified GALK, Kinase-Glo residual ATP luminescence; Potency, µM (titrated, usually from 57.5 µM), for the others: top-dose activity change, negative = inhibition, most hits filed as inhibitors; hit rate 0.007% among 270,000; further: potency means the concentration at half of the fitted maximal effect; on the % scale 0 is the no-effect control and ±100 the full control effect
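GALK at 5 nM final was combined with compound, 35 uM ATP and 100 uM galactose in HEPES pH8.0 with MgCl2 and DTT. The reaction ran one hour at room temperature before luminescent ATP detection.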
Eya2 phos inh – Eya2 (human) phosphatase inhibition | recombinant Eya2, OMFP fluorescence dephosphorylation (OMFP is methylfluorescein phosphate) | Potency, µM (series often up to 76.9 µM), without a hit: at the top dose activity, negative = inhibition, most hits filed as inhibitors | hit rate 0.006% among 330,000 | AID 488837; further: potency means the concentration at half of the fitted maximal effect; on the % scale 0 is the no-effect control and ±100 the full control effect
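Eya2 (0.2 uM) preincubated 10 min at ambient with compound, then OMFP substrate added at 50 uM; 10 min reaction in 50 mM HEPES pH 7.5, 50 mM NaCl, 5 uM MgCl2, 0.05% BSA, 1 mM DTT. Fluorescence read at Ex 485/Em 525 nm.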
TSHR antagonist – blocks TSH signaling through the human TSH receptor. P16473. TSHR-expressing cells, TSH-stimulated cAMP HTRF, 2 h; active compounds read low. hit rate 0.2% among 330,000. activity change, negative = inhibition, % at 11.5 µM;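 active means activity change below a set negative limit, meaning inhibition stronger than a set level, cut at about -70% in these data; inconclusive means activity change between two set negative limits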; further: on the % scale 0 is the no-effect control and ±100 the full control effect
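Inhibition of cAMP made by TSHR-expressing cells under TSH stimulation (4nM final, EC80; 2 h, 37 deg C) is quantified with a one-step lysis HTRF kit, anti-cAMP cryptate versus cAMP-d2.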
MBNL1-CUG inh – inhibitors of human MBNL1 binding to CUG repeat RNA. Q9NR56. TR-FRET MBNL1-His/biotin-(CUG)12 binding, 665/545 ratio. Potency, µM (series often up to 57.5 µM), inactives show at the highest dose activity change, negative = inhibition, usual class: inhibitors. hit rate 0.036% among 280,000; active means well fitted inhibition curve with a large enough effect in the signal ratio, with a control signal flat, not every such curve was filed as active; inconclusive means small, poorly fitted or top-dose-only effect, or effect the other way, or a change in a side signal; inactive means no such curve, though single readings can be large or run the other way; the % refers to the signal ratio; further: potency means the concentration at half of the fitted maximal effect; on the % scale 0 is the no-effect control and ±100 the full control effect
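TR-FRET between His-tagged MBNL1 and biotin-(CUG)12 RNA, detected with Tb anti-His antibody (0.055 ng/ul) and streptavidin-XL665 (5 nM), 60 min at room temperature. Compounds titrated 92 nM to 58 uM; 665/545 nm ratio normalized to buffer and complex controls.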
Menin MLL FP TR – menin-MLL binding inhibition, Texas Red mutant peptide; Menin + Texas Red MLL mutant peptide, fluorescence polarization; hit rate 0.23% among 270,000; O00255; Potency, µM (doses to about 61.6 µM), for the others: at the top dose FP activity change, negative = inhibition, hits mostly inhibitors; AID 1768; active means well fitted inhibition curve with a large enough effect in the polarisation, with a control signal flat, not every such curve was filed as active; inconclusive means small, poorly fitted or top-dose-only effect, or effect the other way, or a change in a side signal; inactive means no such curve, though single readings can be large or run the other way; the % refers to the polarisation; further: potency means the concentration at half of the fitted maximal effect; % of control where 0% means no effect; many of its hits are not listed in these tables
hERG WT inh – inhibitors of human wildtype KCNH2 potassium channel | U2OS, BacMam KCNH2, thallium flux FluxOr; active compounds read low | activity change, % at 1.84 µM | Q12809 | hit rate 0.37% among 340,000;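 active means maximum activity change below -70%; inconclusive means maximum activity change between -70% and -50%; inactive means maximum activity change above -50%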; further: on the % scale 0 is the no-effect control and ±100 the full control effect
Target sequence (Q12809 whole entry, looked up): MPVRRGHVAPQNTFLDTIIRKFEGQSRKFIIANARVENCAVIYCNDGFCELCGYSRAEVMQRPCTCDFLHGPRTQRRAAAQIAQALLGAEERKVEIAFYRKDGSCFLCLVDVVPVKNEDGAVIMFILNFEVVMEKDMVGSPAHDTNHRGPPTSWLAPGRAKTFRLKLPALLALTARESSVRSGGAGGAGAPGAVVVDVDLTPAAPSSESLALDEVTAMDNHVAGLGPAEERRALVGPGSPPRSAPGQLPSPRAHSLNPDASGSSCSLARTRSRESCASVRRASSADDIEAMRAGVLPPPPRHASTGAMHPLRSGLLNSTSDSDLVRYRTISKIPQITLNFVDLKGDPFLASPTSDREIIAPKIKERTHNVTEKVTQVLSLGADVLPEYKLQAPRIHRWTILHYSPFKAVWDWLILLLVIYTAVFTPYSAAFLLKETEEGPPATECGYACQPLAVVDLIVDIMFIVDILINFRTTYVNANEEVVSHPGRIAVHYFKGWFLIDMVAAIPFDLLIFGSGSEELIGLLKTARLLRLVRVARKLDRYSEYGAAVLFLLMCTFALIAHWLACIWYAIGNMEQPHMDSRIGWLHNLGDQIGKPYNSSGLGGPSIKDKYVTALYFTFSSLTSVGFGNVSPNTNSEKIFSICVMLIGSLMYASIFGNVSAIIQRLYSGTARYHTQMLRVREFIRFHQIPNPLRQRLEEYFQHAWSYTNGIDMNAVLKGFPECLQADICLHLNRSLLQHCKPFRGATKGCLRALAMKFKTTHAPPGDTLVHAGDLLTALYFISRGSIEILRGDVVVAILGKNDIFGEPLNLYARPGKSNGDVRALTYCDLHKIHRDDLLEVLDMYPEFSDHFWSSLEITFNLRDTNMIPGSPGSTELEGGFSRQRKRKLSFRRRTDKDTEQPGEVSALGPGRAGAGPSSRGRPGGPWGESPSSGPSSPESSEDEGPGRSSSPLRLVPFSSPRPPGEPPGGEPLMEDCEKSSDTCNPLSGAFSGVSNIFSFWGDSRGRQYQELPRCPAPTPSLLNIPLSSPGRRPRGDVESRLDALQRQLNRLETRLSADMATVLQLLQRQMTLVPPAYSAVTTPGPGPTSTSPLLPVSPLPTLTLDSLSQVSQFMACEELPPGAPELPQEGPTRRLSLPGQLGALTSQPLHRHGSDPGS
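U2OS cells were transduced with wild-type KCNH2 virus (2.03 x 10^8 / mL) for 4 h at room temperature, then cultured overnight at 37 C. Thallium flux was read with FluxOr dye. Rate constants were normalized to DMSO controls.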
USP2a inh – USP2a (human) protease inhibition; hit rate 0.01% among 330,000; O75604; USP2 core, Ub-CHOP2 coupled fluorogenic reporter, 485/531; Potency, µM (doses to about 38.3 µM), for inactives: at the highest dose activity change, negative = inhibition, hits mostly inhibitors;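 further: potency means the concentration at half of the fitted maximal effect; plate controls were DMSO wells for no effect and full inhibition by NEM control for full effect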
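USP2 core (10nM final) preincubated 30min RT with compound in 20mM Tris-HCl pH 8.0, 2mM CaCl2, 2mM beta-mercaptoethanol, 0.05% CHAPS; 25nM Ub-CHOP2 plus 25nM reporter substrate added, fluorescence (Ex485/Em531) read after 60min.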
* = called active by the depositor; ? = inconclusive; · = no result given; & = joins results of further samples; [ ] = remark or other dose. Unless noted, the call rests on the fitted dose curve; in most records, active means well fitted curve in the direction sought with a large enough effect; inconclusive means small, poorly fitted or top-dose-only effect, or another doubt; inactive means no such curve, though single readings can be large; an effect the other way counts as inactive or inconclusive. Not all compounds are listed (hit frequency here may not be typical).

Every second line gives: BCR signal inh	Mito fusion act	PKM2 activator	S-ASM inh	GALK inh	Eya2 phos inh	TSHR antagonist	MBNL1-CUG inh	Menin MLL FP TR	hERG WT inh	USP2a inh
> CC(C)N(CCNS(=O)(=O)c1ccc(Cl)cc1)C(C)C
    4%	0%	-5%	1%	0%	26%	-2	-8%	-13%	1	2%
> O=c1cc(O)nc(SCc2ccccc2)n1-c1ccccc1
    -2%&6%	0%&-1%	1%&-6%	-4%&-6%	0%&1%	-7%&-3%	-6&-12	-2%&-13%	-18%&-1%	-2&-3	4%&0%
> CN1CCN(c2ccc(NC(=O)CSc3nnnn3-c3ccccc3Cl)cc2)CC1
    14%	-8%	4%	-6%	12%	7%	6	-3%	-24%	30	3%
> COc1ccc(OCCSc2nnc(C)n2-c2ccccc2)cc1
    0%	5%	2%	-3%	1%	0%	4	8%	-7%	-15	0%
> CSCCC(NC(=O)c1cccc(S(=O)(=O)N2CCOCC2)c1)c1nc2ccccc2[nH]1 (stereo not drawn)
    ?	0%	·	0%	·	-26%	6	·	·	14	-1%
> COc1ccccc1NC(=O)c1ccc2nc(C)sc2c1
    ?	4%	-8%	-3%	0%	-11%	2	3%	5%	-14	-1%
> COC(=O)c1ccc(CN2C(=O)NC(Cc3c[nH]c4ccccc34)C2=O)cc1 (stereo not drawn)
    ?	0%	·	4%	-2%	6%	-98*	1%	17%	2	1%
> O=C(COc1ccccc1)NCC(c1ccco1)N1CCCCC1 (stereo not drawn)
    14%	-5%	·	5%	·	-9%	5	·	·	5	-3%
> Cc1cccc(C)c1NC(=O)CN
    1%	5%	-1%	1%	-2%	-12%	3	-3%	·	3	1%
> Cc1ccc(S(=O)(=O)N2CCC(C(=O)Nc3ccccc3N3CCCC3)CC2)cc1
    ?	7%	·	·	·	7%	22	·	·	-3	0%
> CCN(C(=O)c1cc2c(=O)[nH]c3ccc(C)cc3c2s1)c1ccc(OC)cc1
    -5%	-2%	0%	-1%	-3%	10%	-9	-3%	·	14	0%
> O=[N+]([O-])c1cc(C(F)(F)F)ccc1NCCCCNS(=O)(=O)c1ccc2ccccc2c1
    -6%	1%	-3%	?	5%	9%	-25	-6%	18%	0	-1%
> CCCCCCCC(=O)N/N=C(\C)c1ccc(N)cc1
    -13%	-2%	1%	·	6%	-13%	-4	·	-10%	·	0%
> Cn1c(N)c(-c2nc3cccnc3n2C)sc1=S
    -1%	-12%	2%	1%	3%	8%	-10	12%	3%	5	4%
> CCOc1cc(C(c2c(C)[nH][nH]c2=O)c2c(C)[nH][nH]c2=O)cc([N+](=O)[O-])c1O
    ?	-1%	·	1%	4%	-5%	-2	?	?	-2	-1%
> COC(=O)c1ccc2[nH]c3c(c2c1)CC(C)CC3 (stereo not drawn)
    ?	-1%	2%	-3%	5%	-19%	12	9%	54%[activator]	3	-9%
> CCN(CC)S(=O)(=O)c1ccc(N2CCOCC2)c(NC(=O)COc2ccccc2)c1
    9%	0%	10%	-1%	0%	-14%	-19	-5%	-7%	-1	-13%
> CC(C)NC(=O)CC(=O)N/N=C\c1ccccc1C(=O)O
    2%	-9%	2%	0%	0%	-4%	-8	-4%	1%	1	0%
> Cc1cc(C)n2nc(C(=O)OCC(=O)NNC(=O)c3ccccc3)nc2n1
    ?	-1%	·	4%	·	10%	30	·	·	-3	1%
> CCN(CC(=O)NC1CCS(=O)(=O)C1)S(=O)(=O)c1ccc(Cl)c(C(F)(F)F)c1 (stereo not drawn)
    6%	-5%	·	-1%	·	-16%	46	·	·	-5	0%
> Cc1cc(OCc2cc(C(=O)N(C)CC3CCOCC3)no2)cc(C)c1Cl
    ?	4%	·	-2%	2%	3%	1	8%	14%	1	2%
> CCc1ccc(N2CC(C(=O)NCC(C)(C)N3CCOCC3)CC2=O)cc1 (stereo not drawn)
    1%	-2%	·	-1%	·	6%	2	·	·	16	-2%
> O=C(Cn1cncn1)N/N=C/c1cccc(Cl)c1
    -1%	-11%	0%	1%	3%	-30%	-1	-10%	·	2	-4%
> Oc1ccc(-c2csc(Nc3cccnc3)n2)cc1
    ?	-6%	9%	0%	0%	9%	1	-3%	15%	-21	-1%
> CC(C)(Oc1ccc(F)cc1)C(=O)OCC(=O)c1ccc(S(C)(=O)=O)cc1
    -1%	·	·	3%	·	-18%	11	·	·	10	4%
> COc1ccc(CNC(=O)Nc2ccc(C)cc2C)cc1
    -1%	-5%	0%	4%	4%	4%	39	-3%	0%	-3	-2%
> COC(=O)[C@]1(CC(C)C)N[C@H](c2ccc(-c3ccccc3)cc2)[C@@H]2C(=O)N(C)C(=O)[C@@H]21
    4%	·	·	-2%	·	26%	-9	·	·	-6	4%
> Cn1c(=O)[nH]c(=O)c2c1nc(CN1CCN(c3ccccc3F)CC1)n2CCCc1ccccc1
    -8%	2%	13%	-10%	-3%	-4%	-12	2%	10%	13	0%
> COc1ccc(NC(=O)C(Cc2ccccc2)n2cccc2)cc1 (stereo not drawn)
    ?	11%	1%	-1%	·	-6%	-1	-1%	·	-11	0%
> Cc1ccc(S(=O)(=O)Nc2nc(C)c(NC(=O)OCCCl)s2)cc1
    -5%	8%	-8%	-4%	-1%	-8%	2	-10%	10%	1	1%
> O=C(NCCCN1CCOCC1)c1ccc(Br)cc1Br
    4%	2%	-14%	·	0%	4%	5	-8%	2%	·	3%
> CCOC(=O)c1ccc2c(c1)n(CCCS(=O)(=O)[O-])c(/C=C/c1ccc(Cl)cc1)[n+]2CC
    -1%	0%	-3%	-4%	-2%	10%	-2	·	·	0	1%
> COc1ccc(Cl)cc1NC(=O)CN(C)C(=O)Cc1ccc(-c2ccccc2)cc1
    ?	?	·	-17%	·	-6%	3	·	·	-8	-2%
> Cc1cc(C)cc(OCC(=O)Nc2ccccc2N2CCCCC2)c1
    -23%	-3%	1%	-12%	0%	11%	-1	2%	-2%	-8	0%
> CC(C)CC(=O)N1CCC(O)(CS(=O)(=O)Cc2ccccc2)CC1
    10%	0%	4%	0%	-5%	-29%	-1	3%	·	8	2%
> O=C(COC(=O)CNC(=O)C1CCCCC1)Nc1ccc(Br)cc1Br
    1%	2%	·	-2%	·	0%	-19	·	·	-1	0%
> CC(C)C[C@@H]1NC(=O)N(CCN2CCOCC2)C1=O
    -1%	-2%	3%	1%	1%	-6%	-5	-10%	13%	16	0%
> COc1ccc(C(CNC(=O)c2oc3ccc(C)cc3c2C)N2CCCCC2)cc1 (stereo not drawn)
    1%	-18%	0%[0.46 µM]	-6%	6%	-4%	-2	11%	-18%	36	0%
> O=C(Cc1ccc(S(=O)(=O)N2CCOCC2)s1)NCC1CCCCC1
    17%	2%	-2%	4%	0%	6%	-6	-1%	5%	6	3%
> O=C(CN1CCCCCC1)Nc1cc([N+](=O)[O-])ccc1Cl
    -2%	-8%	0%	-2%	-2%	3%	-12	?	2%	4	3%
> CCOc1ccc(C(=O)Nc2ccc(Cc3ccncc3)cc2)cc1Br
    ?	-7%	-1%	-5%	4%	-12%	-48	-7%	28%	3	0%
> Cc1ccc(NC(=O)c2cccnc2C(=O)Nc2ccc(C)cc2)cc1
    -2%	13%	2%	1%	3%	3%	-2	7%	9%	-32	2%
> COc1ccc(C)cc1N(C)C(=O)c1coc(=O)c2ccccc12
    -1%	-3%	-7%	3%	-2%	16%	21	-12%	-17%	-11	3%
> O=C(CCNS(=O)(=O)c1ccc(Br)cc1)NCCCSc1ccccc1
    0%	11%	·	-2%	·	-3%	-1	·	·	9	-1%

High-throughput results: PubChem, National Center for Advancing Translational Sciences (NCATS)
